Assay outcomes (PubChem BioAssay)
BoNT-A LC inh2 – inhibitors of Botulinum neurotoxin A light chain protease; actives 0.17% (n = 360,000); multiplex microsphere protease substrate cleavage, flow cytometry; AID 588499; inhibition, % at 10 µM; note: plate controls were buffer without enzyme for full effect and enzyme alone for no effect
FadD28 FP inh – blocks FadD28 binding to the bisubstrate probe; fluorescence polarization; inhibition, % at 12.5 µM; actives 0.22% (n = 360,000); in the data active = inhibition above about 8.5%, passing the limit was not always enough; inconclusive = no clear call, values can overlap the other calls
GDH-TPI inh – counter-screen for M. tuberculosis FBA inhibitors: GDH-TPI coupled enzymes; GDH-TPI coupled enzyme counterscreen, NADH absorbance; inhibition, % at 4.8 µM; actives 1.2% (n = 360,000); AID 588335; in the data active = inhibition above about 30%;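 note: 0% = DMSO wells and 100% = wells lacking the enzyme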
BioA inh – blocks M. tuberculosis BioA enzyme activity; purified M. tuberculosis BioA enzyme, plate reader; inhibition, % at 9.99 µM; actives 0.096% (n = 360,000); AID 602481; in the data active = inhibition above about 40%; inconclusive = no clear call, values can overlap the other calls
FBA Mtb inh – inhibits M. tuberculosis FBA enzyme; AID 588726; P9WQA3; purified M. tuberculosis FBA, fluorescence read-out; actives 2.3% (n = 360,000); inhibition, % at 1 µM; in the data active = inhibition above about 27%;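 note: 0% = vehicle and 100% = reference inhibitor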
PfHsp40 yeast – rescue of PfHsp40-mediated yeast toxicity. growth rescue, % at 12.5 µM. S. cerevisiae expressing PfHsp40, growth rescue, ATP luminescence. actives 0.68% (n = 340,000); in the data active = growth rescue above about 28%, passing the limit was not always enough; inconclusive = no clear call, values can overlap the other calls;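 note: yeast W303a lacking pdr1 and pdr3 grown in galactose medium; growth measured after three days at 30 °C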
BoNT-F LC inh – inhibitors of Botulinum neurotoxin F light chain protease. Multiplex microsphere protease cleavage assay, flow cytometry. inhibition, % at 10 µM. actives 0.22% (n = 360,000); in the data active = inhibition above about 35%, passing the limit was not always enough; inconclusive = no clear call, values can overlap the other calls; note: plate controls were buffer without enzyme for full effect and enzyme alone for no effect
UGM FP inh – Mtb UDP-galactopyranose mutase inhibition; purified UGM, fluorescence polarization probe displacement; actives 0.06% (n = 320,000); inhibition, % at 10 µM; AID 504406; P9WIQ1; in the data active = inhibition above about 10%, passing the limit was not always enough; inconclusive = no clear call, values can overlap the other calls
Anthrax LF inh2 – inhibitors of Bacillus anthracis lethal factor protease; multiplex microsphere protease cleavage assay, LF; P15917; inhibition, % at 10 µM; actives 0.12% (n = 360,000); note: plate controls were buffer without enzyme for full effect and enzyme alone for no effect
Target sequence (P15917 whole entry, looked up): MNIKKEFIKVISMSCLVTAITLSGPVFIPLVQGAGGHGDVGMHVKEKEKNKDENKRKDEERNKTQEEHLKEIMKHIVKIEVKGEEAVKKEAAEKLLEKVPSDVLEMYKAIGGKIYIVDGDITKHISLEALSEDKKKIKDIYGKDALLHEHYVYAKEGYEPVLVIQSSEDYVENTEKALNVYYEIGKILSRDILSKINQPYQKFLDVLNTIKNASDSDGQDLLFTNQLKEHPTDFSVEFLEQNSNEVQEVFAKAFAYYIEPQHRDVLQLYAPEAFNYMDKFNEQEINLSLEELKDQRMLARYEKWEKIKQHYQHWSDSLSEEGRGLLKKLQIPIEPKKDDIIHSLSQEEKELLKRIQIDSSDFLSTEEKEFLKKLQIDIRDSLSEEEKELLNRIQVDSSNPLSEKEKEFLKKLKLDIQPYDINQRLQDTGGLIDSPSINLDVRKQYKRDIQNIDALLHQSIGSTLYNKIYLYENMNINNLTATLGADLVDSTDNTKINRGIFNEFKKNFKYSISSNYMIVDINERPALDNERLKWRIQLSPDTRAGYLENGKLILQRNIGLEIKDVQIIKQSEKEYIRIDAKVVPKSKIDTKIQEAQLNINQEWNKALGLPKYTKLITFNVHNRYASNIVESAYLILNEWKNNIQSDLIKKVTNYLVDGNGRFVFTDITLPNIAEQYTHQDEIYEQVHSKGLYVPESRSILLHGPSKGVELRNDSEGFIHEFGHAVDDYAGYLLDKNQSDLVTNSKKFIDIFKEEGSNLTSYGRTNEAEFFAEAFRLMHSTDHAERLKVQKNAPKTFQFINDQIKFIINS
Numbers without * were called inactive; ? = inconclusive; nt = not tested or not shown; & = joins results of further samples. Cut-off read from the data, not from the text of the source, unless noted: active = inhibition above about 30%; inconclusive = no clear call, values can overlap the other calls; inactive = below that. Compounds as they come, and some 4.7% of all compounds hit somewhere here.

SMILES	BoNT-A LC inh2	FadD28 FP inh	GDH-TPI inh	BioA inh	FBA Mtb inh	PfHsp40 yeast	BoNT-F LC inh	UGM FP inh	Anthrax LF inh2
Cc1ccc(S(=O)(=O)N2[C@@H](c3ccc(F)cc3)C(C(=O)O)=CC[C@H]2c2ccc3c(c2)OCO3)cc1	-0.1	-0.4	3	2.1	1	1.2	-5	6.8	1
CC1CCCC(C)N1C(=O)c1ccc(CS(=O)(=O)c2ccccc2)cc1 (stereo unspecified)	6.2	-0.9	8	-1.5	2	-0.7	9	3.8	9
COc1cc(/C=N/NC(=O)c2ccoc2C)cc(OC)c1O	0.3	-3.8	19	-0.3	-1	0.6	0	0.1	2
O=C(NCCc1csc(-c2ccccc2)n1)c1ccco1	0.1	-1.3	4	2.9	-1	-0.1	-5	2.2	-4
COc1cccc(CNC(=O)Cc2csc(Nc3nc(=S)[nH]c4ccccc34)n2)c1	-0.5	0.1	9	-0.4	-1	-0.7	-2	-3.6	4
CCN(CC1COc2ccccc2O1)C(=O)CN1C(=O)NC(C)(c2ccccc2)C1=O (stereo unspecified)	-0.8	-1.9	-2	-2.3	0	0.7	4	0.8	-6
Cc1ccc(OC(=O)CCC(=O)Nc2ccc(C)c(C)c2)cc1	2.7	-1.0	3	nt	0	-0.4	?	1.4	5
Cc1ncc([N+](=O)[O-])n1Cc1ccc(F)cc1	0.1	-1.1	10	nt	-1	0.5	-3	2.7	7
CCc1cccc(CC)c1N(COC)C(=O)Cn1cnc2ccccc21	0.5	0.8	3	0.3	5	nt	10	1.3	6
COc1ccccc1C1CC(=O)Oc2cc(C)c(Br)c(C)c21 (stereo unspecified)	-0.2	-1.6	11	1.1	2	-1.8	-1	nt	3
O=C1NC(=O)C(Cc2ccccc2)(Cc2ccccc2)C(=O)N1Cc1ccccc1	0.1	-0.4	9	nt	2	-1.1	0	nt	-5
CCCCCSc1nc2c(c(=O)[nH]c(=O)n2C)n1CC	-1.0	-0.5	6	-1.0	-2	0.3	-10	-2.8	-1
Cc1cccc(NC(=O)c2sccc2-n2cccc2)c1C	0.5	-5.2	-6	0.4	-7	0.4	7	0.2	-4
CCOC(=O)C1C(c2cc(OC)c(OC)c(OC)c2)NC(=S)NC1(O)C(F)(F)F (stereo unspecified)	-0.5	0.8	4	-0.8	-5	3.3	-19	0.4	2
Brc1ccccc1-c1nnc(CSc2nnc3sc4ccccc4n23)o1	-0.1	-2.9	18	1.9	-1	-0.9	-1	2.2	-6
Cc1cc(S(=O)(=O)Nc2ccc(C(=O)NCC3(N(C)C)CCCCC3)cc2)ccc1F	nt	-3.7	-5	-0.4	-2	-0.9	nt	-1.2	nt
N#Cc1c(C(F)(F)F)cc(-c2cccs2)nc1N1CCCCC1	24	-2.8	0	nt	11	-0.1	3	-1.2	14
CC(=O)Nc1ccc(N2C(=O)CC(N3CCN(Cc4ccc5c(c4)OCO5)CC3)C2=O)cc1 (stereo unspecified)	-0.4	-1.7	-6	0.2	-1	-0.8	?	-0.5	-2
CN(C)c1ccc(NC(=O)c2sc(SCC(=O)Nc3ccc(Br)cc3)nc2N)cc1	0.6	-2.3	17	-0.7	-3	-0.8	-6	3.7	-3
S=C(NCCC(c1ccccc1)c1ccccc1)Nc1ccccc1Cl	0.0	-1.7	5	-1.9	-1	0.5	0	1.2	-11
CC1(C)SC(C)(C)N(C=O)C1C(=O)O (stereo unspecified)	-0.3	-0.1	-12	nt	2	-1.5	1	nt	5
COC(=O)C1=C(c2ccc(OC(F)(F)F)cc2)C[C@@H]2CC[C@H]1N2C(=O)NCc1ccc(F)cc1	-0.5	0.8	5	-0.5	-1	2.7	-11	2.6	-2
COc1ccc(C(=O)CN2C(=O)NC3(CCCCCC3)C2=O)cc1	3.5	-3.1	-3	-1.0	2	1.2	9	-0.4	0
Cc1cc(/C=N/NC(=O)C(=O)NCc2ccccn2)c(C)n1-c1ccccc1	-0.9	-1.8	21	7.0	-1	-1.8	-1	1.8	-3
C[C@H]1CN([C@@H](C)CO)C(=O)c2cc(-c3cccc(C(=O)N(C)C)c3)cnc2O[C@H]1CN(C)C(=O)Cc1ccccn1	-0.3	-4.0	-8	-1.2&-2.3	-1	nt	0	nt	1
CCCn1nc(C(=O)NCCc2ccc(S(N)(=O)=O)cc2)c2ccccc2c1=O	0.1	-4.4	-5	-0.5	-6	0.2	-2	1.3	-1
CCCc1cc(N2CCN(c3ccccn3)CC2)n2nc(C)c(-c3ccccc3)c2n1	-0.4	0.6	4	-1.1	0	0.2	-1	1.0	-4
CCN(C(=O)COC(=O)c1ncc(Cl)c(Cl)c1Cl)c1c(N)n(Cc2ccccc2)c(=O)[nH]c1=O	-0.6	-0.4	-4	-1.3	3	0.7	-1	nt	-6
COc1ccc(OC)c2sc(NC(=O)C(C)C)nc12	-0.7	-3.8	7	-0.2	0	-0.6	-1	-0.5	5
N#CCC(=O)Nc1ccc(C(=O)Nc2ccc3c(c2)OCO3)cc1	-1.3	-2.7	2	-0.3	-2	-0.2	28	3.3	0
C=CCNC(=O)c1onc(CSc2cccc(C)c2)c1C(=O)O	-0.1	-3.5	-6	-0.2	1	0.2	-4	4.0	3
CN(C)C(=O)[C@@H]1C[C@H]1[C@@H](NC(=O)OCc1ccccc1)c1ccccc1	0.3	-1.1	12	-0.4	3	-1.8	3	4.1	0
Cc1ccccc1C(=O)N(C)Cc1ccccc1	-0.9	-0.2	10	-1.7	1	-0.3	-15	4.1	-3
COc1ccc(C(=O)NCc2ccccc2CN2CCCC2)cc1S(=O)(=O)N1CCOCC1	-1.9	-2.6	-2	0.4	0	-1.6	-5	nt	-4
CC1NC(=O)c2cc3ccccc3cc2-n2c1nc1cc(Cl)ccc1c2=O (stereo unspecified)	-0.2	-0.3	18	-2.3	4	nt	2	nt	-1
COC(=O)N1[C@H](C)C=C[C@]1(Cc1ccccc1)C(=O)NCCCNc1ncc(C(F)(F)F)cc1Cl	0.1	-7.0	0	-0.8	-1	16	0	-0.2	-7
CN(Cc1nc(-c2cnccn2)no1)CC1CCN(Cc2ccccc2)CC1	0.1	-0.7	8	0.3	0	0.0	-7	3.7	-8
Cn1cccc1Cc1nnc(SCC(=O)N2CCOCC2)n1-c1ccc(F)cc1	0.4	0.2	3	2.6	0	-0.4	-3	0.5	-3
CCOc1ccc2nc(NC(=O)CSc3ccccc3)sc2c1	0.2	-0.1	19	nt	0	0.2	-8	-1.1	-12
Cc1ccc(C)c(NC(=O)C2CC3CCC2C3)c1 (stereo unspecified)	1.0	-4.3	8	-3.3	-2	-0.4	?	1.8	10
Cc1cc(NC(=O)CN2C(=O)[C@@H]3[C@H](C2=O)[C@@H]2C[C@H]3C(Br)C2Br)no1 (stereo partly specified)	?	2.7	7	nt	3	0.1	?	1.2	-14
COc1ccc(-c2c(C)nn(-c3ccccc3)c2NC(C)=O)cc1OC	-1.3	-3.2	5	-0.8	1	-1.6	-1	1.9	26
O=c1cnc2ccccc2n1Cc1ccccc1	0.3	-1.8	-4	2.2	6	nt	1	nt	0
O=[N+]([O-])c1cccnc1Oc1ccccc1F	?	-1.2	0	nt	2	-1.0	nt	-1.8	-1
Cc1ccc(CN2CC(C(=O)N(CC(C)C)c3c(N)n(Cc4ccccc4)c(=O)[nH]c3=O)CC2=O)cc1 (stereo unspecified)	0.3	-3.5	10	7.8	-2	-0.6	-9	nt	-7
Cc1cccc(NC(=O)c2ccccc2O)c1C	0.1	-2.3	-6	nt	1	57*	4	-1.6	3
COc1cc(C(=O)Nc2scc(-c3ccc(C)cc3)c2C(=O)O)cc(OC)c1OC	-3.9	1.4	11	1.1	4	0.1	?	-3.1	-5
CCN(CC)CCOCCOc1ccc(Cl)c2ccccc12	-0.1	-1.9	-4	nt	2	0.6	-1	0.8	-6
CSCCC(NS(=O)(=O)c1ccc(Cl)cc1)C(=O)OCC(=O)NC1CCCCC1 (stereo unspecified)	0.9	0.6	0	-0.8	2	0.6	-4	4.7	0
C=CCn1c(Oc2ccc(C=O)cc2OCC)nc2c1c(=O)n(C)c(=O)n2C	-1.5	-0.7	-5	3.7	-3	0.9	-12	1.3	-4
Additional structures.
SMILES	BoNT-A LC inh2	FadD28 FP inh	GDH-TPI inh	BioA inh	FBA Mtb inh	PfHsp40 yeast	BoNT-F LC inh	UGM FP inh	Anthrax LF inh2
Cn1c(NC(=O)C[n+]2cc(-c3ccc(F)cc3)n3c2CCC3)cc(=O)n(C)c1=O	-0.4	-0.4	-5	nt	-1	-0.2	0	3.9	-1
CC(C)Cc1nc2sc3c(c2c(=O)n1N)CC(C(C)C)OC3 (stereo unspecified)	-0.3	-4.2	-10	2.0	0	-0.3	0	-2.2	-1
O=S(=O)(NCCS(=O)(=O)N1CCN(c2ccccc2)CC1)c1ccccc1	0.6	-0.9	16	-2.2	0	0.6	-10	3.8	-3
Cc1cc(-c2nn(-c3ccccc3F)cc2CNCCc2cnccn2)c(C)s1	-0.3	-5.1	1	0.6	1	-1.0	-6	-2.5	-7
COc1ccc(CN2C(=O)COc3ccccc32)cc1	1.9	-1.0	-8	2.5	1	0.1	?	2.1	21
Cc1cc2nc3n(c2cc1C)CCCN3	-3.4	0.6	-7	-0.3	-2	-1.3	-18	-0.7	-17
O=C(N/C(=C/c1ccc(Cl)cc1)C(=O)N1CCOCC1)c1ccccc1	0.4	-1.5	-4	-0.5	4	-0.6	6	-1.1	0
COc1cc(C(=O)N/N=C/c2ccsc2C)cc(OC)c1OC	-0.9	1.1	37*	nt	-1	1.6	-2	-1.4	-3
CC(NC(=O)c1ccccc1)c1nnc(SCC(=O)Nc2nnc(C3CC3)s2)n1C (stereo unspecified)	nt	-3.9	9	-1.2	-1	0.9	nt	nt	nt
COc1ccc(CNC(=O)C(=O)NC2CC(C)(C)NC(C)(C)C2)cc1	-0.1	-3.7	-12	nt	1	1.5	2	1.0	-3
COc1cccc(OC)c1-c1nn2c(-c3cc(-c4ccccc4)n[nH]3)nnc2s1	0.5	-2.4	2	-0.3	2	-1.1	4	-0.7	3
COc1ccc(-c2cn(-c3ccc(C)c(C)c3)c(=S)[nH]2)cc1OC	-3.6	0.4	2	0.9	2	0.5	9	-2.7	12
Cn1cc(S(=O)(=O)N2CCc3ccccc32)cc1C(=O)NC1CCCCC1	-0.6	-2.1	9	0.6	2	0.7	-10	2.3	-5
O=S(=O)(NCCc1ccccc1)c1cccs1	-0.9	1.2	-5	-2.6	4	-0.1	2	-0.4	1
O=C(CCc1nnc(CCC2CCCCC2)o1)NCCn1cccn1	-1.0	0.6	0	nt	2	1.6	4	6.1	-7
